14-3-3g Raf = modulators of 14-3-3 gamma protein binding, primary screen, biochemical, fluorescence polarization; 14-3-3 protein gamma (Homo sapiens), P61981; FP, 14-3-3gamma / TMR-pS259-Raf peptide binding; inhibition, % at 40 µM; hit rate 0.19% among 160,000; in the data active = inhibition above about 30%;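 note: 0% = protein plus tracer without compound and 100% = blank with tracer alone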
Target sequence (P61981 whole entry, looked up): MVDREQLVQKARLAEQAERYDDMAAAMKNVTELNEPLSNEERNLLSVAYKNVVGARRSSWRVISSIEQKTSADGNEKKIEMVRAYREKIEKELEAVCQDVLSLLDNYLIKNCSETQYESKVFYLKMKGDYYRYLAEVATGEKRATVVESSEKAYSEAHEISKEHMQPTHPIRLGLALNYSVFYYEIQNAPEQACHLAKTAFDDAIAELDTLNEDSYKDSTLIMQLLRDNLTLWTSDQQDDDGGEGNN
* = called active by the depositor; & = joins results of further samples.

SMILES	14-3-3g Raf
Cc1ccc(-c2nnc(Nc3cccc(C(F)(F)F)c3)c3ccccc23)cc1S(=O)(=O)NCC1CCCO1 (stereo unspecified)	2
COc1ccc(N2C(=O)CSC2c2ccc(Cl)cc2)c(OC)c1 (stereo unspecified)	-14
COCCOC(=O)C1=C(C)NC(=O)NC1c1cccc(Cl)c1 (stereo unspecified)	2
O=C(c1coc(=O)c2ccccc12)N1CCN(c2ccccc2F)CC1	-11
Cc1ccc(S(=O)(=O)NCC2CCC(C(=O)NCc3cccs3)CC2)cc1 (stereo unspecified)	8
c1nc(NC2CCCCC2)c2[nH]cnc2n1	5
CCOc1cccc(NC(=O)C2CCCN(S(=O)(=O)c3ccc(OC)cc3)C2)c1 (stereo unspecified)	0
Cc1oc(C(=O)Nc2ccc(O)cc2)cc1COc1ccccc1	4
Cc1ccc2nc(SCC(=O)Nc3cccc(C(F)(F)F)c3)[nH]c2c1	-4
O=C(C1CCN(S(=O)(=O)c2cccc3nsnc23)CC1)N1CC=C(c2ccccc2)CC1	-5
CCC(=O)N1c2ccc(S(=O)(=O)CCC(=O)N3CCn4c3nc3ccccc34)cc2CC1C (stereo unspecified)	-8&16
O=C(Nc1cccnc1)Nc1ccc2c(c1)OCO2	-1
Nc1nonc1-c1nc2ccccc2n1CCC(=O)O	-13
CC1(C)C(=O)N(Cc2ccc([N+](=O)[O-])cc2)c2ccccc2N1C(=O)c1ccc(Br)cc1	4
CCOc1cc(C2/C(=C(\O)c3ccc(OC)cc3)C(=O)C(=O)N2c2ccc(C)c(Br)c2)ccc1O (stereo unspecified)	-6
COc1ccc(O)c(C2N(Cc3ccccc3O)CCN2Cc2ccccc2O)c1	3
CCOC(=O)N1CCN(CC(O)c2ccc3c(c2)CCN3)CC1 (stereo unspecified)	-15
CCOC(=O)c1c(C)[nH]c(C(=O)CSc2nc(C)nc3c2cnn3-c2ccccc2)c1C	-33
CSc1cccc(NC(=O)C2C3C=CC4(O3)C2C(=O)N(Cc2ccc(F)cc2)C4C(=O)NC2CCCCC2)c1 (stereo unspecified)	-1
C[C@]12CC[C@@H]3c4ccc(OC(=O)c5ccccc5)cc4CC[C@H]3[C@@H]1CC[C@@H]2O	-3
Cc1c(Cl)cccc1NC(=O)CCCCCN1C(=O)c2cccc([N+](=O)[O-])c2C1=O	7
Cc1ncc(CO)c2cc(-c3nnc(NCc4ccc5c(c4)OCO5)s3)c(=O)oc12	-8
Cc1nn(Cc2ccccc2Cl)c(C)c1C(=O)Nc1nnc(C2CC2)s1	-7
CCc1ccc(-c2ccc(C(=O)Nc3ccc([N+](=O)[O-])cc3OC)cc2)nc1	-3
c1ccc(C2C3=C(CCCC3)SC3=C2CCCC3)cc1	2

More results:
SMILES	14-3-3g Raf
Cc1ccc(OCCCC(=O)Nc2ccc3c(c2)OCO3)cc1	-5
CC(=O)Oc1ccc(C(=O)Nc2ccc(C(=O)O)cc2)cc1	7
COc1ccc2cc3cc(C(=O)N(C)c4cccc(Cl)c4)oc3nc2c1	-92
COC(=O)C1=C(c2ccccc2)SC(=C2C(=S)C(C)(C)N(C(C)=O)c3c(C)cc(C)cc32)S1	3
Cc1c(-c2ccc([N+](=O)[O-])o2)[n+](=O)c2c(n1[O-])CCCC2	-5
Cc1ccc2cc3cc(C(=O)NC(C)c4ccc5c(c4)OCCO5)sc3nc2c1 (stereo unspecified)	-14
Nc1csnc1C(=O)O	-1
COC(=O)CN1C(=O)C(C)=C(c2ccc(C)cc2)S1(=O)=O	-8
O=C1CN(c2ccccc2)C(=O)N1	-10
CCOC(=O)c1oc2ccccc2c1CSc1nnnn1-c1ccccc1	-1
C=CCn1c(SCc2c(C)noc2C)nc2sc3c(c2c1=O)CCCCC3	-4
CCCOc1cc(O)c(-c2n[nH]c(C)c2Oc2ccccc2)cc1CC	1
COC(=O)c1cc(NS(=O)(=O)c2ccc(N3CCOCC3)c(N3C(=O)C4C5C=CC(C5)C4C3=O)c2)cc(C(=O)OC)c1 (stereo unspecified)	-26
Cc1cc(C)c(S(=O)(=O)NCc2ccc(C(=O)NCCc3ccccc3)cc2)c(C)c1	-2
CCc1nc2ccccc2n1Cc1ccccc1OC	6
CN(C)CCCN1c2ccccc2Sc2ccc(Cl)cc21	-7&-10
Cc1ccc(OCC(=O)Nc2ccc(S(=O)(=O)N3CCCCC3)cc2)c(Br)c1	2
Cc1ccc(N2C(=O)c3sc4nnc(-c5ccccc5)c(=O)n4c3C2=O)cc1	-43
O=C1c2ccccc2C(=O)N1CCCCN(C(=O)c1cccc(Cl)c1)c1ccc(Cl)cc1	-7
CN(C)S(=O)(=O)c1ccc(N2CCOCC2)nc1	-7
CCn1cc(CNC(=O)c2cc(-c3ccccc3)nc3ccc(Br)cc23)c(C)n1	-2
CC1(C)CC(n2c(SCC#N)nc3c(c2=O)C2(CCCC2)Cc2ccccc2-3)CCO1 (stereo unspecified)	-32
CC12CCC(C(=O)Nc3cccnc3)(C(=O)C1=O)C2(C)C (stereo unspecified)	2
COc1cccc(N2C(=O)CC(N3CCN(c4ccc([N+](=O)[O-])cc4)CC3)C2=O)c1 (stereo unspecified)	-6
CCC(=O)OCCn1c(=O)c2ccccc2c2ccccc2c1=O	-7

New compounds follow:
SMILES	14-3-3g Raf
CC1=C(C(=O)OCCc2ccccc2)C(c2cc3c(cc2[N+](=O)[O-])OCO3)C2=C(CC(c3ccccc3)CC2=O)N1 (stereo unspecified)	-23
CN(C)/C=N/c1nc2ccc3c(c2s1)CCCC3	-6
Cc1c(C(=O)NCc2ccc3c(c2)OCO3)oc2ccc(S(=O)(=O)N3CCCCC3)cc12	1&-5
CN(C)S(=O)(=O)N1CCC(Cc2ccccc2)CC1	2
CCCOc1ccccc1C1NC(=O)NC(C)=C1C(=O)OCCc1ccccc1 (stereo unspecified)	0
Cc1ccc(C)c(-c2csc(Nc3ccc4c(c3)OCO4)n2)c1	-7
Cc1[nH]c2ccccc2c1C(=O)CSc1ncn[nH]1	-12
CC1CCCC(NC(=O)c2cccc(N3CCCC3=O)c2)C1C (stereo unspecified)	-8
CCOC(=O)c1cc2c(=O)n3ccccc3nc2n(C(C)C)c1=NC(=O)c1ccc(Br)cc1	-6
CCOc1ccc(-c2csc(N)n2)cc1	-5
CCOC(=O)c1cnc2ccc(OC)cc2c1NCc1cccnc1	-10
O=C(COc1ccccn1)c1ccc(Br)cc1	-3
N#CCCN1CCN(S(=O)(=O)c2ccc(S(=O)(=O)NCC3CCCO3)cc2)CC1 (stereo unspecified)	1
O=C(NCCc1ccc(Cl)cc1)C1CCN(c2nc3ccccc3o2)CC1	-2
COc1nc(Nc2ccc(OC(F)(F)F)cc2)nc(N2CCOCC2)n1	6
CCOc1cc(S(=O)(=O)NCc2ccccn2)c(C)cc1C	4
Cc1ccccc1N1C(=O)c2ccc(C(=O)OCC(C)C)cc2C1=O	-5
CC(C)CCNC(=O)CN(C)S(=O)(=O)c1cccc2nsnc12	-3
COCCNC(=O)c1ccccc1NC(=O)c1ccc(OC)c(OC)c1	2
COc1ccc2cc(NC(=O)c3ccc(Cl)c([N+](=O)[O-])c3)c(=O)oc2c1	-3
N#Cc1nc(COc2ccccc2F)oc1NCc1ccco1	-14
Cc1ccc(C)c(Cn2c(C(C)NC(=O)C(C)(C)C)nc3ccccc32)c1 (stereo unspecified)	-3
COc1ccc(S(=O)(=O)NCCOc2ccccc2)cc1OC	4
CCc1c(C)c2ccc(O)c(C)c2oc1=O	-1
CCN(c1ccc(OC)cc1)c1ncnc2nc[nH]c12	-1

7 records drawn at random from the list so far, as already listed:
SMILES	14-3-3g Raf
CCOC(=O)c1cnc2ccc(OC)cc2c1NCc1cccnc1	-10
COc1nc(Nc2ccc(OC(F)(F)F)cc2)nc(N2CCOCC2)n1	6
COc1ccc2cc(NC(=O)c3ccc(Cl)c([N+](=O)[O-])c3)c(=O)oc2c1	-3
CC1=C(C(=O)OCCc2ccccc2)C(c2cc3c(cc2[N+](=O)[O-])OCO3)C2=C(CC(c3ccccc3)CC2=O)N1 (stereo unspecified)	-23
Cc1[nH]c2ccccc2c1C(=O)CSc1ncn[nH]1	-12
CN(C)/C=N/c1nc2ccc3c(c2s1)CCCC3	-6
CC1CCCC(NC(=O)c2cccc(N3CCCC3=O)c2)C1C (stereo unspecified)	-8

Exported in CSV form: part of the list above.
canonical_smiles,14-3-3g Raf
O=C(COc1ccccn1)c1ccc(Br)cc1,-3
N#CCCN1CCN(S(=O)(=O)c2ccc(S(=O)(=O)NCC3CCCO3)cc2)CC1 (stereo unspecified),1
O=C(NCCc1ccc(Cl)cc1)C1CCN(c2nc3ccccc3o2)CC1,-2
COc1nc(Nc2ccc(OC(F)(F)F)cc2)nc(N2CCOCC2)n1,6
CCOc1cc(S(=O)(=O)NCc2ccccn2)c(C)cc1C,4

The list goes on:
SMILES	14-3-3g Raf
CC(C)OCC1Cn2c(nc3c2c(=O)n(C)c(=O)n3C)O1 (stereo unspecified)	-10
Fc1cccc2sc(N3CCOCC3)nc12	4
O=C(CSC1=NC(=O)C(c2ccccc2)C(=O)N1)Nc1ccccn1 (stereo unspecified)	5
COc1cccc(NC(=O)C2CCC(CNS(=O)(=O)c3cccs3)CC2)c1 (stereo unspecified)	-9
O=C(CN1CCC(n2nnc3ccccc32)CC1)NCc1cccs1	-5
CC(C)(C)NCC(O)COc1ccccc1 (stereo unspecified)	5
COc1ccc(N2CCN(C(=O)CN(c3ccccc3)S(C)(=O)=O)CC2)cc1	-5
CC(C)Cn1c(-c2ccc(N(C)C)cc2)nc2ccccc21	-4
CC(=O)NC(CCS(C)(=O)=O)C(=O)N1CCc2ccccc21 (stereo unspecified)	2&-3
CCCCCCCNC(=O)C1(C)CC(=O)N=C2C=CC(C)=CN21 (stereo unspecified)	-7
CCCCc1cc(=O)oc2c(CN(C)C)c(O)c(Cl)cc12	-8
Cc1cc(N2CC(C)CC(C)C2)nc2ccc(NC(=O)CCC(=O)N3CCOCC3)cc12 (stereo unspecified)	-24
CCOC(=O)C(Cc1ccccc1)C(=O)Nc1ccccc1OC (stereo unspecified)	4
COc1cccc(C(=O)Nc2ccc(NC(=O)C(C)C)nc2)c1	1
COc1ccc(CCNC(=O)CN2C(=O)COc3ccc(Cl)cc32)cc1OC	-5
CC(NCCO)C(=O)C12CC3CC(CC(C3)C1)C2 (stereo unspecified)	-3
O=C1c2ccccc2C(=O)N1Cc1ccco1	9
Nc1scc[n+]1CC(=O)c1ccc(Cl)cc1	5
COc1ccc(-n2nc3cc(C)c(NC(=O)COc4cc(C)cc(C)c4)cc3n2)cc1	-13
CCOc1ccccc1N(C)C(=O)c1cc2cc3ccc(C)cc3nc2o1	16
COCCNC(=O)c1cc(Nc2cccc(C(F)(F)F)c2)nc2ccccc12	-14
CC(C)N(Cc1ccccc1)C(=O)c1cnc2n(c1=O)CCS2	1&-1
CCOC(=O)c1ccc(N2C(=O)C(C)=C(C)C2=O)cc1	-7
Cc1cc(C(=O)Nc2ccccn2)cs1	-12
O=C(COc1ncnc2ccccc12)N1CCN(S(=O)(=O)c2ccccc2)CC1	0

Ordered by number of heavy atoms (highest first): five of the compounds above
SMILES	14-3-3g Raf
CSc1cccc(NC(=O)C2C3C=CC4(O3)C2C(=O)N(Cc2ccc(F)cc2)C4C(=O)NC2CCCCC2)c1 (stereo unspecified)	-1
CCOc1cc(C2/C(=C(\O)c3ccc(OC)cc3)C(=O)C(=O)N2c2ccc(C)c(Br)c2)ccc1O (stereo unspecified)	-6
CC1(C)C(=O)N(Cc2ccc([N+](=O)[O-])cc2)c2ccccc2N1C(=O)c1ccc(Br)cc1	4
COc1ccc(N2CCN(C(=O)CN(c3ccccc3)S(C)(=O)=O)CC2)cc1	-5
Cc1ccccc1N1C(=O)c2ccc(C(=O)OCC(C)C)cc2C1=O	-5

Carrying on.
SMILES	14-3-3g Raf
O=C(O)c1ccc2c(c1)C1C=CCC1C(c1cccc([N+](=O)[O-])c1)N2 (stereo unspecified)	-46
COC(=O)c1c(C)oc2ccc(N(C(=O)c3ccc(C)cc3)S(=O)(=O)c3ccc(Br)cc3)cc12	-17
COc1ccc(OC)c(NC(=O)C2CCN(c3nc(C)cc(C)n3)CC2)c1	0
CN(C)CCC=C1c2ccccc2C=Cc2ccccc21	-9
CCCN(C(=O)Cc1c(C(=O)O)[nH]c2ccc(Cl)cc12)c1ccccc1F	-4
CC1=C(C(N)=O)C(c2ccccc2)n2nc(-c3cccs3)nc2N1 (stereo unspecified)	3
Cc1c(NS(=O)(=O)c2ccccc2)cc(C(C)C)c(O)c1S(=O)(=O)c1ccccc1	-3
Cc1ccc(-c2nnc(NCc3ccccc3)c3ccccc23)cc1S(=O)(=O)N1CCOCC1	-13
CSc1ccc(-c2c(C#N)c(N)nc3c2CCCC3)cc1	4
O=C(O)CCC(=O)NCc1ccc2[nH]c3c(c2c1)CCCC3	-17
O=C1Sc2cccc3cccc1c23	-4
COc1ccc(-c2c3c(=O)n(C)c(=O)n(C)c3cn2-c2ccccc2OC)cc1	-5
COCCNC(=O)c1ccc(N2CC3CC(C2)c2cccc(=O)n2C3)c(NC(=O)c2ccccc2Br)c1 (stereo unspecified)	4
CS(=O)(=O)N(CC(=O)N1CCCC1)c1cccc(Cl)c1Cl	-8
CCCCNC(=O)CCSc1nc2nc(C)cc(C)n2n1	-10
O=C1c2ccc(Oc3cccc([N+](=O)[O-])c3)cc2C(=O)N1c1cc([N+](=O)[O-])ccc1O	7
COc1ccc(N2C(=O)C3CCCN3C2c2ccccc2)cc1 (stereo unspecified)	2
Cc1c(NC(=O)c2cccc(F)c2)c(=O)n(-c2ccccc2)n1C	-4
CCOc1ccc(N2C(=O)CC(Sc3nc4c(cc3C#N)CC(C)CC4)C2=O)cc1 (stereo unspecified)	-35
CC1=C(C(=O)OCc2ccccc2)C(c2cccc(Oc3ccccc3)c2)NC(=O)N1 (stereo unspecified)	-1
COc1ccc(C(=O)Oc2cc(N)n(S(C)(=O)=O)n2)cc1	-6
CC(C)c1ccc(NC(=O)CSc2nc3c(c(=O)[nH]2)CCC3)cc1	2
Cc1ccc(NC(=O)c2cc3cc(Br)ccc3oc2=O)c(Br)c1	5
O=C(Nc1ccc2nc(-c3cccnc3)[nH]c2c1)c1ccco1	-8

Only part of the results is shown; the hit share may differ from the screen's.
